PHOSPHO1 block – blocks human PHOSPHO1 phosphatase activity. inhibition, % at 13.3 µM. recombinant PHOSPHO1, absorbance phosphatase assay. 290,000 compounds, 1.1% hits. Q8TCT1. AID 1565; in the data active = inhibition above about 60%
M4 PAM – CHRM4 positive allosteric modulation | CHO-K1 hM4/Gqi5, Fluo-8 calcium fluorescence, ACh EC20; 0% = ACh EC20, 100% = maximal ACh | activation, % at 3 µM | 360,000 compounds, 0.4% hits;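 active = activation above its plate's cutoff, the mean activation of sample wells plus 3 SD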; also: some results filed as inactive read as strong as hits
CRFR2-BP antag – blocks CRF-induced signaling of the CRF-BP/CRF-R2 complex. HEK293 CRF-R2/CRF-BP, CRF-induced calcium fluorescence. inhibition, % at 11.8 µM. 350,000 compounds, 0.59% hits;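 active = inhibition of the ligand-induced calcium signal above about 50% at the single tested concentration, limit read from the data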
IDE cell inh – inhibits human insulin-degrading enzyme in HEK cells; 320,000 compounds, 0.41% hits; P14735; FAbetaB cleavage, fluorescence polarization; inhibition, % at 5.59 µM;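 active = percent inhibition above the average of all tested compounds plus 3 SD, set per screening campaign, cut at about 16% in these data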;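 also: IDE supplied by intact live HEK cells; FP after avidin binding of uncleaved biotin substrate so inhibition keeps polarization high; 0% = DMSO wells and 100% = 60 µM reference IDE inhibitor Ii1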
Target sequence (P14735 whole entry, looked up): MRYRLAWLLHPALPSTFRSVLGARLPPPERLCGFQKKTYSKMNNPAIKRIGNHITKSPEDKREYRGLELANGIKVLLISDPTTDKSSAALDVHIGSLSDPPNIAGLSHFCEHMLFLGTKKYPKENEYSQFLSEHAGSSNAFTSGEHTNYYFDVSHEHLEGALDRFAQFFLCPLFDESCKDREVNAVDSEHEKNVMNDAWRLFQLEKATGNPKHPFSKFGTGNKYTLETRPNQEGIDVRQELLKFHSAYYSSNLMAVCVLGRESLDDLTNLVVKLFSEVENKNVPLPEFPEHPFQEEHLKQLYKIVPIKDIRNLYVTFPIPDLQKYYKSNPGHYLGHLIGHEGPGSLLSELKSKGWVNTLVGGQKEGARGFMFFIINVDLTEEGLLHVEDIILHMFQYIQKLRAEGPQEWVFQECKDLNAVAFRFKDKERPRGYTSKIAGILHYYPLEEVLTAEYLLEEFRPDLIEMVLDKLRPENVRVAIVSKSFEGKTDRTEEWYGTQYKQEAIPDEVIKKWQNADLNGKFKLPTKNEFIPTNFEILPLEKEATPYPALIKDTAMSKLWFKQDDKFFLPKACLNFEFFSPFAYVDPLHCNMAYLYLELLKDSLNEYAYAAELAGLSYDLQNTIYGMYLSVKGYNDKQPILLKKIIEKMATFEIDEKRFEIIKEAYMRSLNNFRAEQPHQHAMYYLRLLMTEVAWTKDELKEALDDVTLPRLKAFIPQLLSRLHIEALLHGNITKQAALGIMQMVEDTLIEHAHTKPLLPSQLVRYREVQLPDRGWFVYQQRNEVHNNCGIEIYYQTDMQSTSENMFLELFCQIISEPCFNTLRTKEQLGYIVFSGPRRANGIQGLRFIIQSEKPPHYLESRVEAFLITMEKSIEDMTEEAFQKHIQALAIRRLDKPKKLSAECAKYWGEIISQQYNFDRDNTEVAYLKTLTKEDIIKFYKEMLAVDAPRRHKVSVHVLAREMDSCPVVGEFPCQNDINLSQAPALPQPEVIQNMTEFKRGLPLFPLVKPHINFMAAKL
GalR3 antag – human GalR3 antagonism. O60755. HEK293 GalR3-CNG cAMP membrane potential fluorescence; galR3 body fused to GalR1 C-terminus. inhibition, % at 3 µM. 360,000 compounds, 0.44% hits. AID 651719;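 active = inhibition above the screen-wide average plus 3 SD, cut at about 13% in these data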;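 also: forskolin and galanin both at EC90 stimulate the cells; cAMP rise reported by CNG channel membrane potential dye signal; 0% = forskolin plus galanin with DMSO and 100% = forskolin alone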
IDE act – boosts human insulin-degrading enzyme activity in HEK cells | 340,000 compounds, 0.073% hits | activation, % at 5.96 µM | FAbeta-B cleavage, fluorescence polarization; 0% vehicle, 100% cell-free pure enzyme wells | P14735;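 active = activation above the mean of all tested compounds plus 3 SD, set per screening campaign, cut at about 17% in these data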
p-CIP stab down – compounds decreasing mouse p/CIP protein stability; 290,000 compounds, 0.01% hits; F442A p/CIP-EGFP cells, EGFP fluorescence, 16 h; decrease of EGFP signal, % at 10 µM;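 active = EGFP signal decrease of at least 30% at 10 µM or well 3 SD below plate mean, unless failing retest; inactive = the rest, including hits failing retest or dose response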; also: some compounds called inactive have numbers as strong as hits; many of its hits are not listed in these tables
CRFR2-BP ag – CRF-BP/CRF-R2 complex agonism; HEK293 CRF-R2/CRF-BP, calcium dye fluorescence (FLIPR); percent of saturating CRF peptide response; activation, % at 13.2 µM; 350,000 compounds, 0.46% hits; AID 588473;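 active = activation of at least 50%, plus an integration ratio under a set limit after plate pattern correction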;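 also: plate controls were neutral control wells without compound for no effect and CRF at EC100 for full effect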
MEKK3 PB1 HTS – MEKK3-MEK5 PB1 interaction, increase or decrease; Q99759; bead-based flow cytometry, Alexa488-MEK5 binding to MEKK3; actives lie on both sides; 0 = blocked by unlabeled MEK5, 100 = vehicle; binding response (% of control), % at 10 µM; 290,000 compounds, 1.4% hits;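 active = binding response more than 3 SD above or below the average of its plate-row segment, actives on both sides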;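 also: Alexa488 bead fluorescence after subtracting the streptavidin-only scavenger bead signal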
Numbers without * were called inactive; nt = no result given.

Preview (6 entries):
SMILES	PHOSPHO1 block	M4 PAM	CRFR2-BP antag	IDE cell inh	GalR3 antag	IDE act	p-CIP stab down	CRFR2-BP ag	MEKK3 PB1 HTS
CCn1cc(C(=O)NCC2CCCO2)c(=O)c2cc(S(=O)(=O)N3CCCCCC3)ccc21 (stereo unspecified)	14	-3	-5	7	-4	0	-6	0.3	102
Cc1ncc([N+](=O)[O-])n1S(=O)(=O)c1cc(Cl)ccc1Cl	40	-4	8	-1	-1	7	-10	-2.1	101
CC(C)N(CCC(=O)c1ccc2ccccc2c1)Cc1ccccc1	nt	0	-52	-2	-4	-1	nt	6.5	nt
COc1cc(NC(=O)C(=O)Nc2ccc3nc4n(c(=O)c3c2)CCCCC4)cc(OC)c1OC	22	-10	-8	3	4	-1	-10	-1.2	106
COc1ccc(S(=O)(=O)NCc2ccco2)cc1N(C)S(=O)(=O)c1ccccc1	18	-11	-17	-2	-1	1	-21	1.1	102
COc1ccc(N2C(=O)/C(=C\c3ccco3)N=C2SCC(N)=O)cc1Cl	21	2	-18	6	1	nt	-29	5.0	68

This part in full, repeating the preview:
SMILES	PHOSPHO1 block	M4 PAM	CRFR2-BP antag	IDE cell inh	GalR3 antag	IDE act	p-CIP stab down	CRFR2-BP ag	MEKK3 PB1 HTS
CCn1cc(C(=O)NCC2CCCO2)c(=O)c2cc(S(=O)(=O)N3CCCCCC3)ccc21 (stereo unspecified)	14	-3	-5	7	-4	0	-6	0.3	102
Cc1ncc([N+](=O)[O-])n1S(=O)(=O)c1cc(Cl)ccc1Cl	40	-4	8	-1	-1	7	-10	-2.1	101
CC(C)N(CCC(=O)c1ccc2ccccc2c1)Cc1ccccc1	nt	0	-52	-2	-4	-1	nt	6.5	nt
COc1cc(NC(=O)C(=O)Nc2ccc3nc4n(c(=O)c3c2)CCCCC4)cc(OC)c1OC	22	-10	-8	3	4	-1	-10	-1.2	106
COc1ccc(S(=O)(=O)NCc2ccco2)cc1N(C)S(=O)(=O)c1ccccc1	18	-11	-17	-2	-1	1	-21	1.1	102
COc1ccc(N2C(=O)/C(=C\c3ccco3)N=C2SCC(N)=O)cc1Cl	21	2	-18	6	1	nt	-29	5.0	68
O=C(OCC12CC3CC(CC(C3)C1)C2)c1ccc(NCc2cc(O)ccc2O)cc1	nt	-1	-9	nt	2	4	nt	-3.6	nt
COc1ccccc1-c1cc(C(F)(F)F)nc(S(=O)(=O)CCCC(=O)Nc2cc(C)on2)n1	4	5	-13	-2	0	5	0	0.4	96
COc1cc(OC)cc(C(=O)OCC(=O)NC(C)CCc2ccccc2)c1 (stereo unspecified)	-6	-4	0	5	-7	-1	2	-4.0	97
COC(=O)c1sccc1-c1ccc(C(N)=O)o1	43	nt	nt	5	nt	nt	-4	nt	99
COc1cccc(NC(=O)C2CCCN(S(C)(=O)=O)C2)c1 (stereo unspecified)	nt	-1	0	-3	-2	5	8	1.1	85
CCSc1ccccc1-c1nc(-c2ccncc2)no1	14	10	-13	4	-6	-6	-18	-3.3	100
COc1cc2c(cc1OC)C(COc1ccc(F)cc1)NCC2 (stereo unspecified)	46	-3	-1	-2	-7	5	2	0.5	93
CC(=C1C(=O)c2ccccc2C1=O)N1CCc2ccccc2C1	-1	3	4	7	-9	-4	-4	0.7	nt
CC(=O)/C=C(\C)Nc1ccc(-c2cnc(-c3ccccc3)o2)cc1	-4	19	4	4	2	-5	-3	-1.7	111
CCCCN(C(=O)c1ccc(C)c(S(=O)(=O)N2CCOCC2)c1)c1c(N)n(CCCC)c(=O)[nH]c1=O	nt	-1	9	-2	-3	3	nt	-2.6	nt
COc1ccccc1NC(=S)N1CCN(c2ccccn2)CC1	-7	-5	7	0	-2	4	-1	-0.8	84
CC(C)Cn1c(N)c(C(=O)CCl)c(=O)n(C)c1=O	-1	3	8	0	-7	-1	0	-0.8	106
CCCCOc1ccc(C(=O)OCC(=O)Nc2cc(C)on2)cc1	48	-1	-11	7	4	0	-11	6.8	97
CNc1nc2c(N)ncnc2n1[C@H]1O[C@@H](CO)[C@H](O)[C@@H]1O	18	0	10	2	26*	4	-8	0.5	100
Cc1ccc(/C=C/C(=O)N2CC(C)CC(C)C2)o1 (stereo unspecified)	12	6	2	0	-2	-7	-15	1.8	94
COc1ccc(C(=O)NCC(=O)OCc2ccc(Br)cc2)cc1	-7	5	3	3	-6	7	-1	-0.5	98
COc1ccc(C2c3[nH]c4ccccc4c3C[C@H]3C(=O)N(c4ccccc4C(=O)NCCN4CCOCC4)C(=O)N23)cc1 (stereo partly specified)	-18	-1	-6	-2	-3	2	0	-0.6	101
O=C(OCC(=O)c1ccccc1Cl)C1=NN(c2ccccc2)C(=O)CC1	nt	3	-2	3	0	0	nt	0.1	nt
COc1cc(NC(=O)c2cc(C(C)C)on2)cc(OC)c1OC	-15	0	-3	3	nt	-1	0	3.8	107
Next part.
SMILES	PHOSPHO1 block	M4 PAM	CRFR2-BP antag	IDE cell inh	GalR3 antag	IDE act	p-CIP stab down	CRFR2-BP ag	MEKK3 PB1 HTS
COc1cccc(NC(=O)CN(C)C(=O)c2c(C)nn(Cc3ccc(C)cc3)c2Cl)c1	nt	-5	-13	2	-4	-1	nt	2.4	nt
CCOc1ccccc1OCCCOc1ccc(C)cc1Br	2	1	24	8	-2	2	-3	5.0	nt
Cc1ccc(-n2nc3c(=O)n(CC(=O)NCc4cccs4)nc(C)c3c2C)cc1	32	1	64*	3	-8	2	-2	-0.5	101
CN1C(=S)SC(C)(C)C1N(O)C(=O)Nc1ccc(Cl)cc1 (stereo unspecified)	24	-6	-8	-1	-1	-1	-12	1.1	100
CN(C)CCOCCOc1ccc(Cl)cc1Br	51	-10	-14	5	-3	1	-10	2.1	101
COc1ccccc1-c1cn[nH]c1-c1ccc(OCc2ccccc2F)cc1O	17	-5	-6	1	-4	0	-9	34	76
O=C(NC1CCCCC1)c1ccc([N+](=O)[O-])cc1	nt	4	-37	nt	0	-1	nt	3.2	nt
O=C(Nc1ccc(OC(F)(F)F)cc1)c1[nH]ncc1[N+](=O)[O-]	-3	1	38	11	-8	3	2	11	96
COC(=O)C1=C(N)Oc2cc(C)[nH]c(=O)c2C1c1cccnc1 (stereo unspecified)	31	10	-11	4	-1	-5	3	-2.4	90
COc1ccc2c(c1)c(=O)oc1cc(OCC(=O)N3CCCC(C)C3)ccc12 (stereo unspecified)	-10	-3	-42	8	-2	-5	1	1.6	108
CCc1nnc(SCC(=O)NC2CC2)n1CC	21	13	-2	-2	-2	5	1	4.2	101
CCOC(=O)C1=NN(c2ccccc2)C2C(=O)N(c3ccccc3OC)C(=O)C12 (stereo unspecified)	37	-1	-22	4	-3	-4	-2	-1.4	101
CC(C)C[C@H](NC(=O)[C@H]1N2C(=O)c3ccccc3C2SC1(C)C)C(=O)N[C@@H](Cc1ccccc1)C(=O)O (stereo partly specified)	19	-4	-3	2	-7	2	-11	1.7	101
COc1ccccc1-c1noc(CSc2nc(N)cc(=O)[nH]2)n1	20	0	-10	7	-1	2	-24	-2.0	96
COc1ccc(S(=O)(=O)NCC2CCC(C(=O)NCc3ccc(F)cc3)CC2)cc1 (stereo unspecified)	14	-3	4	4	-5	5	5	-3.8	101
CCOC(=O)N1CCN(C(=O)COC(=O)C2CCN(S(=O)(=O)c3ccc(C)c(C)c3)CC2)CC1	nt	-3	8	0	-3	-1	nt	-0.8	nt
Cc1ccc(-c2nn(CC(=O)NCc3ccccn3)c(=O)c3ccccc23)cc1S(=O)(=O)N(C)C	-7	-2	4	0	4	nt	0	-1.0	118
Cc1cc2c(cc1S(=O)(=O)N1CCCC1)n(C)c(=O)c(=O)n2C	23	-5	20	8	-2	0	-9	-1.0	101
Cc1ccc(C(=O)NCc2n[nH]c(=S)n2-c2ccccc2)cc1[N+](=O)[O-]	16	1	-1	0	12	7	3	3.6	107
Cc1cccn2cc(-c3cccc(S(=O)(=O)N4CCOCC4)c3)nc12	-7	0	1	0	-3	0	-40	-0.1	105
CC1CC(=O)N(CC(=O)NCc2ccccc2)c2ccccc2S1(=O)=O (stereo unspecified)	-20	6	-9	6	-3	4	8	-1.7	101
CC(=O)Nc1cccc(NC(=O)C(=O)c2cn(CC(=O)N3CCCCC3)c3ccccc23)c1	-10	-11	1	4	-2	2	0	0.0	101
CCC1CCCCN1C(=O)CSc1nc2c(c(=O)n1C)SC(C)C2 (stereo unspecified)	-2	-2	-6	4	-1	4	3	-1.6	98
COC(=O)c1ccc(SCC(=O)NCc2ccccc2)c([N+](=O)[O-])c1	18	-6	10	4	-9	6	-1	-6.8	97
C=C(Br)CN1CCN(CC(=C)Br)CC1	12	4	-14	3	-1	6	6	-0.6	106

Complete entries, quoted from the list. Order of screens: PHOSPHO1 block, M4 PAM, CRFR2-BP antag, IDE cell inh, GalR3 antag, IDE act, p-CIP stab down, CRFR2-BP ag, MEKK3 PB1 HTS
CCOC(=O)N1CCN(C(=O)COC(=O)C2CCN(S(=O)(=O)c3ccc(C)c(C)c3)CC2)CC1 is entered as nt, -3, 8, 0, -3, -1, nt, -0.8, nt
CCOc1ccccc1OCCCOc1ccc(C)cc1Br is entered as 2, 1, 24, 8, -2, 2, -3, 5.0, nt

(listing goes on)
SMILES	PHOSPHO1 block	M4 PAM	CRFR2-BP antag	IDE cell inh	GalR3 antag	IDE act	p-CIP stab down	CRFR2-BP ag	MEKK3 PB1 HTS
CCOC(=O)Cc1csc(NC(=O)C2C3C=CC(C3)C2C(=O)O)n1 (stereo unspecified)	-16	4	-4	-3	2	4	2	1.1	110
CN1CCN(C(=O)Cn2c(=O)oc3cc(S(=O)(=O)NCc4ccccc4)ccc32)CC1	15	-2	7	-1	1	1	-2	3.8	99
C/C(CC(=O)NC1CCCCC1)=N\NC(=O)COc1ccc(C)cc1Br	-40	-2	-4	5	-1	8	1	1.2	105
Cc1ccc(NC(=O)CC2C(=O)NCCN2C(=S)Nc2ccccc2)c(C)c1 (stereo unspecified)	-11	2	-42	-2	0	-4	2	-2.0	107
Cc1cc(CSC(=N)N)c(CSC(=N)N)cc1C	-14	-36	5	3	-6	6	3	-0.4	100
COCc1c(Br)c(C)nc(OCC(=O)N/N=C/c2ccc(C)o2)c1C#N	46	2	-4	2	-6	1	7	0.2	100
Cc1ccc(S(=O)(=O)N(C)c2ccc(C(=O)NCCc3ccccc3)cc2)cc1	nt	-9	3	-7	0	1	-9	3.2	99
CC(c1ccncn1)N(C)C(=O)c1ccc2oc(Cc3ccccc3)nc2c1 (stereo unspecified)	18	2	2	0	-1	3	-1	-0.2	100
O=C(Nc1ccc2c(c1)OCCO2)C1CCN(S(=O)(=O)c2ccc(Br)s2)CC1	-4	-4	2	5	nt	-5	-3	0.1	107
Cc1cc(NC(=O)CCCN2C(=O)/C(=C/c3ccccc3Cl)SC2=S)no1	10	-5	-20	0	-3	6	3	-1.4	103
N#Cc1cc(-c2ccccc2)cn(Cc2c(Cl)cccc2Cl)c1=O	-2	-2	25	-3	-2	4	-1	0.8	100
Cn1nnc(NC(=O)c2ccc3ccccc3c2)n1	-13	-3	-2	7	0	7	1	0.1	109

Three compounds out of the list, ordered by length of the SMILES, lowest first:
SMILES	PHOSPHO1 block	M4 PAM	CRFR2-BP antag	IDE cell inh	GalR3 antag	IDE act	p-CIP stab down	CRFR2-BP ag	MEKK3 PB1 HTS
Cn1nnc(NC(=O)c2ccc3ccccc3c2)n1	-13	-3	-2	7	0	7	1	0.1	109
CCOC(=O)Cc1csc(NC(=O)C2C3C=CC(C3)C2C(=O)O)n1 (stereo unspecified)	-16	4	-4	-3	2	4	2	1.1	110
Cc1cc(NC(=O)CCCN2C(=O)/C(=C/c3ccccc3Cl)SC2=S)no1	10	-5	-20	0	-3	6	3	-1.4	103

Compound activity (PubChem)
